High-throughput results deposited in PubChem by Broad Institute.
GSIS activator = GLuc luminescence reporter in INS-1E cells, primary screen for activators of glucose-dependent secretion of insulin; activation, % at 16.6 µM; 0.61% of 370,000 active; INS-1E GLuc reporter insulin secretion, 2-3 h;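 active = lowest replicate activation of at least 40%, so every replicate reaches that level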;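 also: 0% = median of neutral control wells and 100% = median of IBMX positive control wells; some compounds called inactive have numbers as strong as hits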
C2C12 statin = suppressors of statin myotoxicity in C2C12 myotubes, primary screen, cell-based, single point, plate reader | rescue of ATP level, % at 7.49 µM | 0.78% of 330,000 active | C2C12 myotubes + simvastatin, ATP luminescence, 48 h; scaled: DMSO 0, geranylgeraniol control 100 | AID 602340, 2012;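 active = mean ATP rescue above about 67%, or every replicate alone reaching that limit, limit read from the data, passing the limit was not always enough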;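 also: myotubes were challenged with 10 µM simvastatin during compound exposure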
Cneo AK release = Cryptococcus neoformans cell lysis inducers, primary screen, AK release luminescence, single concentration; C. neoformans lysis, adenylate kinase release luminescence, 4 h; normalised: neutral wells 0, clomiphene wells 100; lysis activity, % at 15 µM; 0.2% of 360,000 active;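 active = mean lysis activity across replicates of at least 80%, whatever share of replicates individually reach that level; inactive = mean lysis activity below 80%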
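Assay system: C. neoformans cells. Amount: yeast cell density of 5 × 10^6 cells/mL. Technique: AK luminescence. Buffer or medium: YPD. Times: static 4 h at 37 °C with compound, 1 h detection. Dosing: single-point compound dose. Read-out: lysis from increased AK signal.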
PglD DTNB = C. jejuni PglD acetyltransferase inhibitors, primary screen, biochemical, DTNB colorimetric, single point; purified PglD enzyme, DTNB colorimetric CoA detection; inhibition, % at 12.5 µM; 0.098% of 360,000 active; AID 602405, 2012; in the data active = inhibition above about 16%, passing the limit was not always enough; also: strong numbers were not always called active
PGC1a acetyl inh = inhibitors of PGC1a acetylation signal, primary screen, cell-based, U2OS, AlphaScreen, inhibitor mode. AlphaScreen anti-acetyl-lysine; with virally co-expressed GCN5 acetyltransferase. inhibition, % at 15.6 µM. 0.17% of 350,000 active. AID 651687, 2012;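 active = every replicate shows inhibition of at least 40%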;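 also: 0% = neutral control wells and 100% = positive control wells; some results beyond the cut were filed as inactive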
FN deposit inh = inhibitors of fibronectin matrix deposition, primary screen, AH1F cells, Alexa488-fibronectin fluorescence, plate reader; AH1F fibroblasts, overnight; 0.086% of 350,000 active; AID 743247, 2014; inhibition, % at 12.6 µM;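 active = mean inhibition across replicates of 30% or more, regardless of how many single replicates reach that level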;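 also: positive control wells lacked labelled fibronectin entirely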
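Measured by – fluorescence 485/525 nm · System – AH1F fibroblast monolayer, labelled fibronectin deposition · Amount – 10000 cells per well · Buffer or medium – serum-reduced DMEM (2% serum) · Doses – single dose, pinned · Also added – fluorescent fibronectin at 24 nM final · Schedule – 1 h cell attachment, overnight exposure to compound and label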
miR122 inh = miR-122 Renilla sensor signal increase in Huh7, primary screen, miR-122 inhibitor project, cell-based, single point, plate reader; Huh7 miR-122 Renilla luciferase sensor, 48 h; neutral wells = 0, positive control = 100; 0.3% of 340,000 active; activation (reporter increase), % at 12.5 µM;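 active = mean replicate activation score at least 90 and every replicate individually at or above 90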;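 also: higher luciferase means less miR-122 activity so hits act as miR-122 inhibitors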
F508del corr = F508del CFTR correction, initial screen, CFBE line, single point; CFBE cells, YFP halide quenching; stimulated with forskolin plus potentiator P3; % fluorescence drop versus neutral controls; activity (quench increase), % at 7.58 µM; 0.36% of 350,000 active; AID 720511, 2013;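 active = mean added fluorescence quench of at least 8% versus neutral control, with both replicates also reaching 8%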;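 also: cells transiently co-express mutant CFTR-F508del with the halide-sensitive YFP; corrector assay measuring rescue of mutant channel to the surface after 24 h compound exposure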
Active calls of the source: *; · = no result given; & = joins results of further samples; [ ] = remark or other dose.

SMILES	GSIS activator	C2C12 statin	Cneo AK release	PglD DTNB	PGC1a acetyl inh	FN deposit inh	miR122 inh	F508del corr
COc1ccc(NC(=O)Nc2ccc3c(c2)C(=O)N([C@@H](C)CO)C[C@@H](C)[C@@H](CN(C)S(C)(=O)=O)O3)cc1	10	-13	-6	0	4	6	1[16.7 µM]	-1.6
CCc1ccc2[nH]c(=O)c(CN(CCN(CC)CC)C(=S)NCc3ccco3)cc2c1	-26	·	·	·	·	-10	-19	1.4
CC(NC(=O)c1ccccc1F)c1nnc(SCC(=O)Nc2nccs2)n1C (stereo not given)	9	18	1	4	·	3	-4	-0.7
Cc1cc2nc(NC(=O)C3(C)CCN3C(=O)C(C)C)[nH]c2cc1C (stereo not given)	1	-6	1	2	7	-8	13	-2.1
COCC1CCN(Cc2cn[nH]c2-c2cc3ccccc3o2)C1 (stereo not given)	3	·	·	·	3	-3	·	-2.9
Cc1cc(NS(=O)(=O)c2ccc(NC(=O)COc3ccc(Cl)cc3Cl)cc2)no1	14	-16	-1	-8	3	13	-4	-1.2
COc1cc(/C=N/NC(=O)CSCc2ccc([N+](=O)[O-])cc2)cc(OC)c1OC	·	·	3	-6	·	-1	9	·
C[C@H](CO)N1C[C@H](C)[C@H](CN(C)C(=O)Nc2cccc3ccccc23)Oc2ccc(NC(=O)Cc3ccccc3)cc2C1=O	-16	0	-5	-3	-7	·	-1[16.7 µM]	-0.4
CCCc1cn(CC[C@@H]2CC[C@@H](NS(=O)(=O)c3ccc(-c4ccccc4)cc3)[C@@H](CO)O2)nn1	-21	-4	34	-1	6	·	·	-0.1
CCC(=O)c1ccc(OCc2cn(CC(=O)c3ccc(O)cc3)nn2)cc1	-1	-3	1	3	-8	2	6	-3.2
CC(=O)c1ccc(NC(=O)CSc2nc(=O)cc(N)n2-c2ccccc2)cc1	-10	2	2	4	0	-2	-2	-0.5
COc1ccc(S(=O)(=O)Nc2cccc3c2O[C@H](CN(C)Cc2ccc(C(F)(F)F)cc2)[C@@H](C)CN([C@H](C)CO)C3=O)cc1	-23	·	2	-1	-40	-14	53[16.7 µM]	1.6
Cc1ccccc1S(=O)(=O)NCC[C@H]1CC[C@H](NC(=O)C2CCOCC2)[C@@H](CO)O1	6	18	-1	3	5	·	8[16.7 µM]	0.2
C=CC[C@@H](CC(=O)N[C@H](CO)Cc1ccccc1)C(=O)N[C@H](COC(=O)[C@@H](CC=C)Cc1ccc(F)cc1)Cc1c[nH]c2ccccc12	-14	-20	-1	-3	·	-10	·	-0.4
CN(C)C(=O)c1ccc(-c2ccc(C3[C@@H]4CN(S(=O)(=O)c5ccc(F)cc5)C[C@H]3N4)cc2)cc1 (stereo not given in full)	2&-4	·	·	·	5&2	5&2	·	1.2&-0.7
CCNC(=O)C[C@H]1CC[C@H]2[C@@H](COC[C@H](O)CN2C(=O)CC)O1	19	0	2	2	-5	2	-6[16.7 µM]	-1.1
COCc1nnc(NS(=O)(=O)c2ccc(F)cc2)s1	-3	1	-1	-3	-2	2	1	2.0
COc1ccccc1-c1cnc2c(c1)C(=O)N([C@@H](C)CO)C[C@@H](C)[C@H](CN(C)C(=O)c1ccccc1)O2	-4	2	-4	-1	-3	-10	11[16.7 µM]	-0.9
CCCC1(c2ccccc2)NC(=O)N(CC(=O)Nc2cc(S(=O)(=O)N3CCOCC3)ccc2Cl)C1=O (stereo not given)	-16	·	·	·	-1	1	·	-1.2
O=C(COC(=O)c1cc[n+]([O-])cc1)Nc1ccccc1Sc1ccccc1	-7	7	0	4	·	-8	-4	1.2
COC(=O)c1ccc2c(c1)S(=O)(=O)NC(=NCCCN1CCOCC1)S2	·	1	0	2	-7	5	-5	·
Cc1ccc(C(=O)N/C(=C/c2cccs2)C(=O)N2CCCCCC2)cc1	·	32	0	-6	0	10	·	·
NS(=O)(=O)c1ccc(CNC(=S)Nc2cc(S(=O)(=O)N3CCOCC3)ccc2Cl)cc1	0	15	2	4	0	15	7	-1.3
COc1cc(/C=N/NC(=O)C(C)Nc2n[nH]c(=O)[nH]c2=O)ccc1O (stereo not given)	10	·	0	0	11	-1	-9	·
C[C@@H](NC(=O)[C@@H]1[C@@H](CO)[C@@H]2Cn3c(ccc(-c4ccccc4F)c3=O)[C@H]1N2C)c1ccccc1	8	-7	1	-5	·	·	·	·
CN(C)c1[nH]c(=O)c(C#N)c2c1CCN2Cc1ccccc1	·	19	-1	-3	-3	·	2	·
CCOC(=O)C1=C(c2ccccc2)NC(=O)NC1c1cc(OC)c(OC)cc1OC (stereo not given)	16	20	-1	2	-2	3	0	-0.5
Cc1ccc(S(=O)(=O)Nc2cccc3c2O[C@@H](CN(C)Cc2ccc4c(c2)OCO4)[C@H](C)CN([C@H](C)CO)C3=O)cc1	2	5	-3	-1	·	·	-1[16.7 µM]	0.5
Cc1cc(C(=O)CN2C(=O)C(=O)N(C3CCCC3)C2=O)c(C)n1-c1ccc(F)cc1	-11	9	11	-3	10	-18	-2	0.5
CCN(CC)C(=O)N1CCC(NC(=O)Cc2ccccc2)CC1	·	2	-1	-2	1	4	-1	·
COc1ccc(NC(=O)CC2C(=O)N(c3ccc(Cl)cc3)C(=S)N2CCc2ccncc2)cc1 (stereo not given)	·	·	2	-3	2	·	4	1.0
CC1CCCCC1NC(=O)CC1Oc2ccccc2NC1=O (stereo not given)	5	-3	-1	-2	-3	2	-4	-1.5
CO[C@H]1CN(C)C(=O)c2ccc(NC(=O)NC(C)C)cc2OC[C@@H](C)N(C)C[C@@H]1C	4	8	1	-2	-3	-2	·	-0.4
Cc1ccc(-c2nc3[nH]c(=O)cc(NC(=O)c4cccs4)n3n2)cc1	15	-16	0	-8	1	7	1	5.1
CSc1ccc(/C=N\Nc2nncn2N)cc1	-9	7	-1	-3	·	3	·	3.0
COc1cc(/C=C2\C(=N)N3N=C(N4CCOCC4)SC3=NC2=O)ccc1OC(=O)c1ccccc1	-18	4	1	-3	6	3	-4	0.5
Cc1cc(=O)[nH]c(SCC(=O)c2ccc(F)c(C)c2)n1	-6	5	-1	0	-75	-10	-4	3.9
C[C@H](CO)N1C[C@H](C)[C@H](CN(C)Cc2ccc(Cl)c(Cl)c2)Oc2c(NC(=O)C3CCCCC3)cccc2C1=O	-21	-13	0	1	5	2	51[16.7 µM]	4.0
O=c1c2ccccc2nc(SCc2ccccc2F)n1C1CCCC1	16	·	5	0	-4	1	1	·
CC(C)(C)OC(=O)N1CCN(C(=O)c2[nH]cnc2C(=O)NCC(=O)OCc2ccccc2)CC1	-3	9	-3	-3	6	-2	-3	0.9

One compound at a time, from the list above. Values in the order: GSIS activator, C2C12 statin, Cneo AK release, PglD DTNB, PGC1a acetyl inh, FN deposit inh, miR122 inh, F508del corr
COc1ccc(NC(=O)CC2C(=O)N(c3ccc(Cl)cc3)C(=S)N2CCc2ccncc2)cc1 (stereo not given) reads ·, ·, 2, -3, 2, ·, 4, 1.0
CSc1ccc(/C=N\Nc2nncn2N)cc1 reads -9, 7, -1, -3, ·, 3, ·, 3.0
C[C@H](CO)N1C[C@H](C)[C@H](CN(C)Cc2ccc(Cl)c(Cl)c2)Oc2c(NC(=O)C3CCCCC3)cccc2C1=O reads -21, -13, 0, 1, 5, 2, 51[16.7 µM], 4.0
CO[C@H]1CN(C)C(=O)c2ccc(NC(=O)NC(C)C)cc2OC[C@@H](C)N(C)C[C@@H]1C reads 4, 8, 1, -2, -3, -2, ·, -0.4
CC1CCCCC1NC(=O)CC1Oc2ccccc2NC1=O (stereo not given) reads 5, -3, -1, -2, -3, 2, -4, -1.5

Additional structures follow.
SMILES	GSIS activator	C2C12 statin	Cneo AK release	PglD DTNB	PGC1a acetyl inh	FN deposit inh	miR122 inh	F508del corr
Cc1ccc(SC(C)C(=O)Nc2ccc(S(=O)(=O)N3CCOCC3)cc2)cc1 (stereo not given)	·	-5	0	-1	-14	2	-6	·
O=C(C[C@H]1C=C[C@@H](NC(=O)C2CCC2)[C@H](CO)O1)NCc1ccccc1Cl	5	2	-2	0	-2	5	·	-0.3
O=C1NCCCC1(c1ccccc1)c1ccccc1	·	3	3	0	-3	0	2	4.6
Cc1ccc2oc3c(c(=O)c2c1)C(c1cccc(O)c1)N(c1ccccn1)C3=O (stereo not given)	-1	9	1	2	·	5	1	-2.0
S=C(Nc1ccc(Cl)c(Cl)c1)N1CCN(c2ccccn2)CC1	6	8	4	-5	-9	4	-4	-1.2
O=C(CNC1CCN(Cc2ccccc2)CC1)Nc1ccc(S(=O)(=O)N2CCCCC2)cc1	-2	·	·	·	-8	2	·	-2.5
COc1ccc(Cc2nc3ccccc3[nH]2)cc1OC	29	·	·	·	5	16	·	-2.2
CCS(=O)(=O)N1Cc2ccccc2CC1C(=O)NCC12CC3CC(CC(C3)C1)C2 (stereo not given)	·	-9	0	6	-7	-13	256*	·
C[C@@H]1CCCCO[C@@H](CN(C)Cc2ccc(Cl)c(Cl)c2)[C@@H](C)CN([C@H](C)CO)C(=O)c2cc(NC(=O)CCCCCC(=O)Nc3ccccc3N)ccc2O1	2	·	·	·	-4	0	·	0.4
Cc1cc(C(=O)OCC(=O)Nc2c(Cl)cccc2Cl)c(C)o1	12	2	-6	-6	-1	0	·	2.5
CC(C)CC1Nc2ccc(C(=O)NCCCN3CCOCC3)cc2NC1=O (stereo not given)	10	-4	0	1	·	-7	·	-1.9
O=C(O)c1ccc(N/N=C/c2ccc(-c3ccc(Br)cc3)o2)cc1	-12	72*	-3	0	·	11	0	-0.4
COc1cc(C2c3c(oc4ccccc4c3=O)C(=O)N2c2nccs2)ccc1O (stereo not given)	7	16	1	2	-3	-16	-16	-5.0
O=C(Nc1ccc(F)cc1)c1ccc2nsnc2c1	8	-19	-2	9	-12	1	-4	-4.4
C[C@H]1CN([C@@H](C)CO)C(=O)Cc2cc(NC(=O)c3ccncc3)ccc2O[C@H]1CN(C)C(=O)Nc1ccc(F)cc1	9	6	-2	1	5	4	0[16.7 µM]	-0.5
O=C(NCc1cc(Cl)cc(Cl)c1)c1ccc2nc([C@@H]3O[C@H](CO)[C@H](O)[C@H](O)[C@H]3O)[nH]c2c1	10	15	0	4	-5	0	0	4.1
N=c1c(S(=O)(=O)c2ccccc2)cc2c(=O)n3ccccc3nc2n1CC1CCCO1 (stereo not given)	·	·	1	3	-5	0	-2	·
O=C(CCC(=O)n1ncc2ccccc21)NCc1ccc(F)cc1	-2	-4	2	-4	-5	-5	2	1.0
CCOc1ccc(/C=C2\SC(=S)N(CCCC(=O)NCCCN3CCOCC3)C2=O)cc1	-5	9	15	-4	13	3	-1	-0.9
COc1cc(NS(=O)(=O)c2cc3[nH]c(=O)c(=O)[nH]c3cc2C)cc(OC)c1OC	18	2	0	7	3	6	-2	2.0
CCCNC(=O)C(Cc1ccc(I)cc1)NC(=O)c1ccc(C#N)cc1 (stereo not given)	·	19	-2	0	-8	-1	9	-0.9
COc1ccc(C2C(C(=O)c3ccco3)=C(O)C(=O)N2c2nnc(C)s2)cc1 (stereo not given)	2	·	·	·	-10	-7	·	0.3
